HIV fusion peptide – cell-free HIV fusion peptide-binding blockers – biochemical, uHTS, fluorescence dequenching, primary screen (AID 1986); cell-free peptide binding, fluorescence dequenching, 30 min; higher % means a stronger effect; one-dose inhibition, % at 20 µM; IC50 in µM for titrated hits; actives 0.3% (n = 290,000); in the data active = inhibition mostly above about 52%, no sharp cut-off; inactive = mostly below about 76%; also: some results filed as inactive read as strong as hits
GPR35 antagonists – GPR35 antagonists blocking zaprinast-driven arrestin recruitment, primary screen, imaging, U2OS, beta-arrestin-GFP, zaprinast agonist (AID 2058); U2OS GPR35 beta-arrestin-GFP translocation imaging, zaprinast antagonism; higher % means a stronger effect; inhibition, % at 10 µM, or IC50 in µM where a hit was titrated; actives 0.052% (n = 290,000);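 active = inhibition of at least 50% with at least 30 cells and total cytoplasm GFP at most 10,000,000; inconclusive = under 30 cells or total GFP of 10,000,000 plus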
LYP inhibition – inhibitors of LYP phosphatase, biochemical, fluorescence intensity, uHTS (AID 1779); actives 0.054% (n = 290,000); recombinant LYP phosphatase, fluorescence intensity; higher % means a stronger effect; inhibition, % at 11.5 µM; hits with a dose series show IC50 in µM; in the data active = inhibition above about 50%;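 also: plate controls were vehicle with enzyme for no effect and no enzyme for full effect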
NTR1 agonist – agonists of NTR1, primary screen, imaging, U2OS cells, beta-arrestin-GFP, high content (AID 493036); P30989; NTR1-U2OS beta-arrestin-GFP spot imaging, agonist mode; activation, % at 20 µM; actives 0.17% (n = 330,000);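 active = activation at or above 40% of the spot to cytoplasm intensity ratio, with at least 20 cells analyzed; inconclusive = wells under 20 cells, flagged as cytotoxic or low count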;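 also: 0% = DMSO without peptide and 100% = 100 nM NTR1 peptide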
Target sequence (P30989 whole entry, looked up): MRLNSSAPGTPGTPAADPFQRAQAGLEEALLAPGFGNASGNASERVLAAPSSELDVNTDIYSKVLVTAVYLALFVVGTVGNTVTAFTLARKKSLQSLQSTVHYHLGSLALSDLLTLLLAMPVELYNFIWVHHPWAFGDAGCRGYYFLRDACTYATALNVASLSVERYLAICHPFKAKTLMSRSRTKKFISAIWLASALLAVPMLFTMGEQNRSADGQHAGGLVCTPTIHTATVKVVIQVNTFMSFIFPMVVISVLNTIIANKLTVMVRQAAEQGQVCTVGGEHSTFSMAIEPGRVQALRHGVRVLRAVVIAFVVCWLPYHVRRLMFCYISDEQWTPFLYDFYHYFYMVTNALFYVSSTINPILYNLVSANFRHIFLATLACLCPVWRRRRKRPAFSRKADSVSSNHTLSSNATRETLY
PhoP inhibition – PhoP-dependent GFP reporter repression – Salmonella Typhimurium, primary screen (AID 1863); S. Typhimurium PhoP-regulated promoter GFP reporter, 4 h; higher % means a stronger effect; inhibition, % at 50 µM, or IC50 in µM where a hit was titrated; actives 0.16% (n = 300,000);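 active = inhibition over 29.93%, a cutoff 3 SD above the screen mean, later confirmed by dose response; inconclusive = inhibition over 29.93% but no dose response follow-up; inactive = inhibition at most 29.93% or unconfirmed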;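 also: 0% = low Mg2+ inducing control and 100% = high Mg2+ repressing control; strong numbers were not always called active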
Rac1 GTP hydrolysis – MgcRacGAP GTPase-activating activity inhibitors, confirmation, biochemical, ADP Hunter fluorescence | actives 0.6% (n = 340,000) | inhibition, % at 30 µM, or IC50 in µM where a hit was titrated | AID 624330 | MgcRacGAP-stimulated Rac1 GTP hydrolysis, ADP Hunter fluorescence; higher % means a stronger effect; GST-tagged Rac1 F28L mutant substrate;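 active = first-screen hits whose inhibition reached a set limit at any dose in the follow-up dose series; inconclusive = inhibition above the set first-screen limit but never retested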;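 also: fluorescence reports GDP produced by GAP-driven GTP hydrolysis; strong numbers were not always called active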
GPR55 LPI antagonism – GPR55 antagonists blocking LPI-driven arrestin recruitment, primary screen, imaging, U2OS, beta-arrestin-GFP, LPI agonist (AID 2013). inhibition, % at 10 µM; hits with a dose series show IC50 in µM. actives 0.13% (n = 290,000). U2OS GPR55 beta-arrestin-GFP translocation imaging, LPI antagonism; higher % means a stronger effect;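 active = spots per cell inhibited over 60%, with over 100 cells counted and total cytoplasm intensity under 500,000; inconclusive = wells with under 100 cells, flagged as likely toxic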;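 also: U2OS cells stably carrying GPR55 and arrestin-GFP stimulated by 5 µM LPI near EC80; imaged beta-arrestin-GFP aggregate spots per cell after agonist stimulation; plate controls were LPI-stimulated DMSO wells for no effect and DMSO wells without LPI for full effect; some results filed as inactive read as strong as hits; confirmed hits need IC50 under 10 µM and bright autofluorescent wells are also inconclusive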
Siah-1 displacement – Siah-1 peptide-binding antagonists, primary screen, biochemical, fluorescence polarization, rhodamine-plectin, uHTS (AID 1817) | Siah-1 / rhodamine-plectin peptide fluorescence polarization; higher % means a stronger effect | displacement, % at 20 µM; hits with a dose series show IC50 in µM | actives 0.02% (n = 290,000);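 active = displacement of at least 50% at 20 µM, with a fluorescence ratio check between 0.3 and a set limit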;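 also: plate controls were Siah plus tracer with DMSO for no effect and tracer alone without Siah for full effect; strong numbers were not always called active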
Myeloid diff 2 – compounds promoting myeloid differentiation; ER-HoxA9 myeloid progenitors, lysozyme-GFP differentiation, flow cytometry; calls only at 10 µM; actives 1% (n = 360,000); AID 624256;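 active = normalized GFP-positive differentiation at or above the plate's own cutoff, the solvent-only control mean plus 3 SD; inconclusive = no clear call, values can overlap the other calls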;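 also: cells exposed to compound for four days before flow analysis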
NTR1 agonist cell count 20 µM – second read-out of NTR1 agonist, no call of its own (marks repeat the call); cell count; measured here: cell count, cytotoxicity flag
Myeloid diff 2 GFP+ MAC1+ % – also measured in Myeloid diff 2; calls as there; GFP+ MAC1+ double positive, %; measured here: differentiation confirmed by MAC1 staining
Active calls of the source: *; i = inactive; ? = inconclusive; . = no result given; + = active, no number.

SMILES	HIV fusion peptide	GPR35 antagonists	LYP inhibition	NTR1 agonist	NTR1 agonist cell count 20 µM	PhoP inhibition	Rac1 GTP hydrolysis	GPR55 LPI antagonism	Siah-1 displacement	Myeloid diff 2	Myeloid diff 2 GFP+ MAC1+ %
OCCCn1c(C2CCCN2c2nc(-c3ccc(Cl)cc3)cs2)nc2cc(C(F)(F)F)ccc21 (centres undefined)	.	.	.	3.0	85	-10%	3%	.	.	i	1.0
CCCc1cc(=O)[nH]c(SCC(=O)c2cc(C)n(CCOC)c2C)n1	-2.5%	3%	-2%	-1.3	111	-13%	5%	2%	6%	i	0.5
O=C(CN1CCC(C(=O)c2ccc(Cl)cc2)CC1)NC1CCCC1	-2.5%	-25%	-8%	2.6	48	-6%	6%	7%	-4%	i	1.4
CC1CN(CCOc2ccccc2C(C)C)CC(C)O1 (centres undefined)	-1.7%	1%	-4%	1.8	67	3%	?	-7%	4%	i	0.5
O=C(Nc1nccs1)C1CCCN1S(=O)(=O)c1ccc(Cl)cc1 (centres undefined)	-1.0%	16%	-10%	2.0	60	-10%	-9%	4%	-4%	i	6.9
CCOC(=O)c1c(C)[nH]c(C(=O)CSc2nc(C)cc(C)n2)c1C	0.6%	3%	-2%	1.5	82	7%	8%	13%	18%	i	0.1
O=C(CCc1ccccc1)Nc1nc2n(n1)C(c1ccccc1)CC(=O)N2 (centres undefined)	4.3%	13%	-7%	-1.4	28	1%	11%	-3%	-3%	i	0.6
Cn1c(=O)c2c(nc(CN3CCN(C(=O)c4ccco4)CC3)n2Cc2ccccc2)n(C)c1=O	1.9%	-4%	0%	-0.2	64	6%	10%	9%	1%	i	1.2
COc1ccccc1NC(=O)CN1C(=O)NC(CC(C)C)C1=O (centres undefined)	2.0%	12%	-7%	0.0	77	-8%	5%	-2%	1%	i	0.8
CCc1cc(=O)oc2c(CN3CCN(C)CC3)c(O)ccc12	-1.6%	10%	-16%	-0.3	61	17%	5%	-4%	-5%	.	.
O=C(NCc1ccc(Cl)cc1)C(=O)Nc1nccs1	-0.2%	0%	-1%	4.2	74	8%	3%	8%	-1%	i	0.2
N#CC1=C(N)Oc2n[nH]c(-c3cccs3)c2C1c1cccs1 (centres undefined)	23%	-8%	-1%	-6.7	35	5%	7%	-6%	8%	i	0.5
CCC1Sc2ccc(S(=O)(=O)Nc3ccc(OC)c(OC)c3)cc2NC1=O (centres undefined)	-2.1%	-7%	-6%	2.4	64	-2%	11%	-4%	-1%	i	1.2
Cc1onc(-c2ccccc2Cl)c1NC(=O)NCc1cccs1	-1.9%	-4%	-6%	-0.7	55	-15%	4%	12%	4%	i	0.4
c1csc(C2C3=C(Nc4ncnn42)c2ccccc2OC3)c1 (centres undefined)	2.7%	-2%	-5%	-1.8	72	-2%	10%	3%	-2%	i	1.0
Cc1ccc(S(=O)(=O)N2CCN(C(C)C(=O)N3CCCc4ccccc43)CC2)cc1 (centres undefined)	-1.3%	5%	4%	-0.1	28	5%	14%	19%	2%	i	0.8
C/C(=N\NC(=O)c1c(Cl)cnn1C)c1ccc(NC(=O)c2ccncc2)cc1	0.9%	7%	-14%	-0.8	44	-1%	-2%	-3%	-8%	i	1.3
Nc1ccc(C(=O)C(=O)c2ccc(N)cc2)cc1	0.1%	-1%	0%	-1.0	80	7%	7%	5%	2%	i	0.6
Cc1nnc(NCc2ccco2)c2ccccc12	1.2%	-16%	0%	0.1	46	8%	-3%	1%	0%	i	1.6
COc1ccc(CCNC(=O)CN(C)S(=O)(=O)c2ccc(OC)cc2)cc1	1.4%	11%	-6%	2.5	47	-3%	7%	-25%	-3%	i	0.3
O=C(COc1ccccc1)Nc1nc(-c2ccc(S(=O)(=O)N3CCOCC3)cc2)cs1	-5.3%	-1%	-2%	4.0	71	-13%	15%	1%	3%	i	1.6
Cc1cc(C)c(C#N)c(SCC(=O)Nc2nnc(-c3ccccc3)s2)n1	1.0%	-10%	-3%	-1.7	55	-9%	0%	12%	-1%	i	0.1
CCOC(=O)N1CCC(C(N)=O)CC1	6.7%	7%	0%	-3.6	88	14%	0%	18%	14%	i	1.2
COc1ccccc1CNC(=O)CCS(=O)(=O)c1cccc2nonc12	-1.3%	13%	-7%	2.0	82	7%	4%	-1%	-5%	i	0.9
CN1CCN(c2nc3cc(C(F)(F)F)ccc3n3cccc23)CC1	.	.	.	10	46	3%	12%	.	.	i	1.2
Cc1ccc(CN2CCN(Cc3ccc(OCCO)cc3)CC2CCO)o1 (centres undefined)	-1.2%	-7%	-12%	1.1	58	6%	12%	1%	7%	i	0.3
CCC(C)NC(=S)Nc1ccc2nc(N3CCN(CC)CC3)cc(C)c2c1 (centres undefined)	-0.4%	-10%	-8%	-0.2	61	-6%	15%	-1%	-10%	+	1.6*
Cc1c(C(=O)OCC(=O)Nc2ccc3c(c2)OCO3)cccc1[N+](=O)[O-]	-3.5%	8%	-4%	-0.1	58	4%	10%	0%	0%	i	0.9
CCC(=O)Nc1cccc(C2=NOC3(C2)C[C@H](C(N)=O)N(C(=O)CC#N)C3)c1 (some centres undefined)	-1.6%	13%	-11%	2.6	71	7%	10%	12%	1%	i	0.7
COCCc1nc2ccc(C(=O)N(C)Cc3cccc(-n4cccn4)c3)cc2o1	0.2%	2%	-2%	0.8	45	-3%	5%	16%	1%	i	0.0
CCN=C1SC(C(=O)Nc2ccc(OCC)cc2)CC(=O)N1CC (centres undefined)	0.5%	0%	-5%	-0.2	52	-4%	.	-2%	5%	i	0.2
Cc1noc(C)c1COc1ccc(C(=O)N2CCCC(C(N)=O)C2)cc1 (centres undefined)	-1.4%	3%	-13%	-0.8	52	-7%	3%	13%	-1%	i	0.0
O=C(O)c1ccc(NC(=O)c2cc3ccccc3o2)cc1	1.5%	-3%	-3%	-0.6	62	-3%	13%	0%	7%	i	0.6
Cn1c(-[n+]2c(-c3ccccc3)cc(-c3ccccc3)cc2-c2ccccc2)nc2c([N+](=O)[O-])cccc21	-1.8%	1%	8%	2.6	54	12%	-3%	18%	4%	i	1.7
CSCC[C@H](NC(=O)c1ccco1)c1nnc2ccccn12	0.9%	-7%	-11%	0.4	69	-5%	10%	-2%	-4%	i	2.0
CC(C)(C)c1ccccc1OCC(=O)NCCCn1ccnc1	2.9%	1%	-12%	0.7	47	-1%	3%	-2%	-1%	i	0.6
CC(=O)N1CCc2cc(S(=O)(=O)N3CCCCC3C)ccc21 (centres undefined)	0.8%	8%	-12%	-0.7	62	5%	12%	-2%	-2%	i	1.8
COc1ccc(-n2nnc3c(SC(C(C)=O)C(=O)N(C)C)ncnc32)cc1 (centres undefined)	0.5%	4%	-6%	1.2	49	-10%	8%	13%	-1%	i	4.3
CCOC(=O)CCn1nc(-c2ccccc2)cc1N	0.1%	19%	-9%	-1.0	87	8%	4%	-6%	-1%	i	0.6
CCCn1cc(S(=O)(=O)c2ccccc2)c(=O)c2cc(CC)ccc21	-1.8%	6%	-8%	0.1	63	9%	11%	6%	0%	i	4.7
CC(Oc1ccc2c(c1)oc(=O)c1ccccc12)C(=O)NCCCN1CCOCC1 (centres undefined)	0.6%	3%	-14%	0.7	57	4%	0%	10%	35%	?	.
O=C(O)c1cccc(N2C(=O)CSC2c2ccccc2)c1 (centres undefined)	1.2%	-3%	-6%	2.6	68	3%	2%	6%	2%	i	0.4
CC(C)c1ccc(NC(=O)CSc2ncccc2C(=O)Oc2cccc([N+](=O)[O-])c2)cc1	-2.9%	-9%	-3%	3.7	46	9%	12%	-4%	26%	i	0.8
CCC(C)NC(=O)/C=C/c1cccs1 (centres undefined)	3.0%	-5%	-5%	-0.4	56	-10%	11%	8%	4%	i	0.3
Cc1ccc2c(c1)c1nnc(SCC(=O)Nc3ccc(N(C)C)cc3)nc1n2CC(=O)O	2.4%	13%	-3%	0.8	65	3%	?	-9%	-7%	i	0.5
Cc1nn(Cc2ccc(Cl)c(Cl)c2)c(C)c1NC(=O)c1cc(-c2ccco2)on1	22%	13%	1%	6.4	90	-8%	9%	0%	10%	i	1.9
O=C(CSc1nnc(CCCO)n1-c1ccccc1)NCCc1ccccc1	-1.1%	15%	-10%	-0.8	41	-13%	14%	12%	-3%	i	0.9
C#CCCOC(=O)Nc1ccccc1	0.4%	7%	-6%	1.1	56	2%	7%	28%	-3%	i	0.3
Cc1ccc(S(=O)(=O)N(C)CCCC(=O)n2nc(C)cc2C)cc1	-2.1%	16%	-5%	8.9	77	2%	7%	1%	6%	i	1.0
CCCn1c(CNC(=O)c2ccccc2)nc2ccccc21	-0.6%	3%	-4%	1.3	84	-3%	6%	14%	5%	i	1.5
COc1ccc(OCCCC(=O)N(C)CC(=O)Nc2c(C)cccc2C)cc1	.	.	.	-2.3	50	1%	-3%	.	.	i	0.4
Cn1c(=O)n(C)c2cc(/C=N/N=C3/NC(=O)C(CC(=O)O)S3)ccc21 (centres undefined)	1.0%	12%	1%	-0.6	85	11%	11%	-5%	2%	i	0.8
Cc1ccc(Cl)c(OCC(=O)NCC(c2cccs2)N2CCOCC2)c1 (centres undefined)	.	.	.	3.2	72	9%	-1%	.	.	i	0.6
CC(=O)O[C@@H]1[C@H]2[C@@H](C[C@@H](C)[C@@H]3C=CC(=O)[C@@]13C)OC(=O)[C@@H]2C	-2.1%	17%	-8%	0.7	50	4%	0%	-2%	-5%	i	0.8
COc1ccc(-c2cn3nc(SCC(=O)NC4CCCCC4)ccc3n2)cc1	-0.3%	6%	-11%	0.0	58	-2%	-5%	-3%	-1%	i	1.9
Cc1ccc(/C=N/n2c(-c3cccnc3)n[nH]c2=S)s1	-1.3%	-7%	-4%	-0.1	54	-7%	54µM*	-3%	-5%	i	0.6

From PubChem BioAssay
